MmCpn inh: M. maripaludis TRiC chaperonin inhibition | purified Mm-Cpn ATPase, ADP Transcreener TR-FRET | Potency, µM (top dose mostly 76.9 µM), for inactives: at the highest dose activity, negative = inhibition, hits mostly inhibitors | 330,000 compounds, 0.031% hits; note: potency is the fitted concentration of half-maximal effect; % is set by controls: 0 for no effect and ±100 for the full control effect; nearly all actives have a fitted effect of over 80% in size
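Quantitative HTS used 25 nM Mm-CPN and 10 uM ATP in magnesium/KCl Tris buffer, pH 7.4, with 1 mM DTT. Hydrolysis ran 30 min at 37°C; ADP was read by HTRF.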
Nrf2 inh: blocks Nrf2 signaling; A549 ARE-Fluc reporter, luciferase luminescence, 18-24 h; 360,000 compounds, 2.1% hits; AID 504444; Potency, µM (top dose mostly 46 µM), inactives show top-dose activity change, negative = inhibition, hits mostly inhibitors; note: potency is the fitted concentration of half-maximal effect; % is set by controls: 0 for no effect and ±100 for the full control effect; nearly all actives have a fitted effect of over 60% in size
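Cells were seeded and rested 2 h, then exposed to compounds for 18-24 h. CellTiter-Fluor was read first as a viability measure. BugLite was added 15 min before the final luminescent read of ARE-luciferase activity in A549 cells.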
EPAC2 antag: blocks human EPAC2 exchange factor; Potency, µM (top dose mostly 114 µM), without a hit: at the top dose activity, negative = inhibition, usual class: inhibitors; Q8WZA2; AID 720708; 360,000 compounds, 0.18% hits; EPAC2 GEF exchange of Rap1B-BODIPY-GDP, fluorescence; note: potency is the fitted concentration of half-maximal effect; % is set by controls: 0 for no effect and ±100 for the full control effect; nearly all actives have a fitted effect of over 45% in size; many of its hits are not listed in these tables
Target sequence (Q8WZA2 whole entry, looked up): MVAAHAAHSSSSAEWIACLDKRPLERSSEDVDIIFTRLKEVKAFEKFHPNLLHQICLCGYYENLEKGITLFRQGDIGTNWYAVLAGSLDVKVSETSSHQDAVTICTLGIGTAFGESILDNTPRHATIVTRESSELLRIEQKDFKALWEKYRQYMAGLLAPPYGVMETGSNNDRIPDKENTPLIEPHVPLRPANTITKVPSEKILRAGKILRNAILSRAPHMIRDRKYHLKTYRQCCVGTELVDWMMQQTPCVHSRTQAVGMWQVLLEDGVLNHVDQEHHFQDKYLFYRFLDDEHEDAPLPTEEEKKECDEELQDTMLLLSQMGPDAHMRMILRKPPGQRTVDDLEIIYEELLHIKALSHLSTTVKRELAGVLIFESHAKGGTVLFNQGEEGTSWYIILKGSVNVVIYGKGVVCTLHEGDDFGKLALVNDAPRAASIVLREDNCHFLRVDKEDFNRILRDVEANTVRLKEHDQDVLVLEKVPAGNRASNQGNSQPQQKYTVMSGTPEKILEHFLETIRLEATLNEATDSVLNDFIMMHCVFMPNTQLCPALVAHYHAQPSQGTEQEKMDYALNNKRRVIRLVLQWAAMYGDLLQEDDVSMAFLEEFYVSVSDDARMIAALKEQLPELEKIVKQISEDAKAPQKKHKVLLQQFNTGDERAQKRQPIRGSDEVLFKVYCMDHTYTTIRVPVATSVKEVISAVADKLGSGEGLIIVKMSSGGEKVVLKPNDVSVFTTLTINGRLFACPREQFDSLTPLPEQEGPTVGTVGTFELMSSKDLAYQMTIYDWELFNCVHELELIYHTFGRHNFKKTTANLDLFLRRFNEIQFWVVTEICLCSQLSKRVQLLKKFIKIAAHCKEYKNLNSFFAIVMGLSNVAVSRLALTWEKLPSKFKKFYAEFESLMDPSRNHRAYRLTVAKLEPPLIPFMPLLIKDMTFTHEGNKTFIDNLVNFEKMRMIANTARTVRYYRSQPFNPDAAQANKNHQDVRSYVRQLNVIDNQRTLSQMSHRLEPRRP
EPAC2 ag: activates human EPAC2 exchange factor. EPAC2 activation, biochemical qHTS; response scale: 100% = 6.5 mM cAMP response. Potency, µM (top dose mostly 154 µM), for inactives: at the highest dose activation, actives largely listed as activators. 360,000 compounds, 0.079% hits. AID 720711; note: potency is the fitted concentration of half-maximal effect; nearly all actives have a fitted effect of over 50% in size
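qHTS, titration series. 100 nM EPAC2 / 250 nM Rap1B-BODIPY-GDP / 50 uM GDP; RT; ex 480/em 540 nm, 5-min reads to 30 min. Norm. to 6.5 mM cAMP = activation.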
CCT chaperon mod: changes cytosolic chaperonin activity; purified chaperonin ATPase assay, HTRF ADP detection, 30 min; activity change, % (concentration not given with the values), hits read low; 360,000 compounds, 0.3% hits; in the data active = activity change below about -30%; note: % is set by controls: 0 for no effect and ±100 for the full control effect
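ATPase activity: ADP formed was measured by HTRF Transcreener (665/615 nm ratio) after 30 min at 37 deg C with 10 uM ATP. Compounds screened at one 76 uM concentration against 40 or 20 nM TRiC in Tris pH 7.4/KCl/MgCl2/DTT buffer.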
Nrf2 ARE act: activators of Nrf2 (ARE) signaling; AREc32 ARE-luciferase reporter (MCF7-derived line), luminescence, 24 h; Potency, µM (highest dose often 46.1 µM), without a hit: top-dose activation, usual class: activators; 410,000 compounds, 0.31% hits; AID 624171; note: potency is the fitted concentration of half-maximal effect; % of control where 0% means no effect; nearly all actives have a fitted effect of over 65% in size
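Steps: seed AREc32_Fluc cells (1000/well, 5% FBS OPTI-MEM); incubate overnight at 37 deg C; add 23 nL compound; incubate 24 hr; add Steady-Glo; hold 30 min RT; read luminescence.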
A549 viability: counter-screen for Nrf2 inhibitors: cytotoxicity in A549 cells; A549 ARE-Fluc cells, CellTiter-Fluor viability, 18-24 h; Potency, µM (titrated, usually from 46 µM), without a hit: at the highest dose activity change, negative = cytotoxicity, hits mostly inhibitors; 390,000 compounds, 0.16% hits; AID 504648; note: potency is the fitted concentration of half-maximal effect; % is set by controls: 0 for no effect and ±100 for the full control effect
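Cytotoxicity counterscreen: CellTiter-Fluor fluorescence was measured in A549 ARE_Fluc cells after 18-24 h of compound exposure in a concentration series. The subsequent BugLite luminescent read reports ARE-luciferase activity.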
TGFb SMAD3 inh: TGF-b pathway inhibition. HepG2 CAGA-GFP TGF-b/SMAD3 reporter, GFP fluorescence, 18 h; TGF-beta stimulated, 500 pg/mL final. Potency, µM (series often up to 46.1 µM), for inactives: top-dose activity, negative = inhibition, most hits filed as inhibitors. 410,000 compounds, 1.2% hits; note: potency is the fitted concentration of half-maximal effect; % is set by controls: 0 for no effect and ±100 for the full control effect; nearly all actives have a fitted effect of over 65% in size
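Inhibition was scored as loss of TGF-beta-induced (500 pg/mL final, 18 hours, 37 degrees C) GFP in HEPG2 cells carrying a CAGA-GFP reporter, in DMEM with 1% FBS. Well GFP was summed per cell; Activity was normalised to unstimulated and stimulated DMSO wells, then concentration-response fitting.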
Akt phos inh: Akt phosphorylation inhibition | activity change, % for hits at 50 µM | 360,000 compounds, 0.32% hits | Neuro2A IGF-stimulated pAkt S473 HTRF, 20 min; active compounds read low | AID 651550; in the data active = activity change below about -80%; inconclusive = mostly about -51% to -80%; note: % is set by controls: 0 for no effect and ±100 for the full control effect
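Neuro2A cells (4,500/well, DMEM with 0.5% FBS) were treated with compound at a single 50 µM final concentration, stimulated with 6 nM IGF for 20 min at 37 °C, and lysed. Phospho-Akt Ser473 was read by HTRF as 665/615 ratio ×10^4.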
The depositor's hits bear a star; i = inactive; u = inconclusive; x = no result given; [ ] = another dose, or the depositor's remark. Unless noted, calls come from the whole dose curve; as a rule, active = well fitted curve in the direction sought with a large enough effect; inconclusive = small, poorly fitted or top-dose-only effect, or another doubt; inactive = no such curve, though single readings can be large; an effect the other way counts as inactive or inconclusive.

canonical_smiles	MmCpn inh	Nrf2 inh	EPAC2 antag	EPAC2 ag	CCT chaperon mod	Nrf2 ARE act	A549 viability	TGFb SMAD3 inh	Akt phos inh
CCOc1ccc(CCNC(=O)CS(=O)(=O)Cc2nc(-c3cccc(Cl)c3)oc2C)cc1	x	9%	x	x	x	2.0%	1%	u	x
Cc1cccc(OCCNC(=O)c2cc(-n3cnnc3)ccc2Cl)c1	-10%	-7%	13%	7%	1.8	-0.2%	-7%	22%	i
Cc1ccccc1-n1c(SC(C)C(N)=O)nnc1-c1cccnc1 (stereo not drawn)	1%	0%	-3%	4%	-1.9	0.1%	-8%[1.84 µM]	-7%	i
Oc1ccc(Cl)cc1N=Nc1ccccc1	0%	3%	-7%	-7%	1.1	u	-4%	0%	i
COc1cc(C2C(C(=O)c3cccs3)=C(O)C(=O)N2c2cc(C)on2)ccc1O (stereo not drawn)	0%	-13%	-4%	3%	-0.3	-0.5%	-26%	10%	i
Cc1nc(N)sc1N=Nc1ccc(F)cc1	2%	u	-21%	3%	-0.5	12%	-25%	-3%	x
CSc1ccc(S(=O)(=O)Nc2ccc(F)cc2)cc1	0%	u	0%	1%	-0.7	-0.1%	0%	u	i
CC1(C(=O)NCc2ccc(F)c(F)c2)Cc2c(-c3ccc4c(c3)OCO4)ccnc2O1 (stereo not drawn)	x	x	-3%	7%	-3.1	6.4%	x	-27%	i
COc1ccc(/C=C/C(=O)OC2CCCCC2CN(C)C)cc1 (stereo not drawn)	0%	-14%	3%	6%	-0.4	-0.5%	1%	7%	i
COc1ccc(CC(=O)NCc2ccc(F)cc2)cc1S(=O)(=O)N1CCOCC1	1%	-14%	9%	1%	-1.7	-0.8%	1%	8%	i
COc1ccc(OCC(O)CNC(=O)c2sccc2Cl)cc1 (stereo not drawn)	1%	u	3%	6%	-2.9	3.9%	2%	-16%	i
C=CCCC(=O)N1CCCC(Cc2cccc(Cl)c2)(C(=O)OCC)C1 (stereo not drawn)	-1%	-8%	-24%	-1%	-0.6	0.0%	0%	-18%	i
O=c1[nH]c(=S)[nH]c2c1C(c1ccc(Cl)c(Cl)c1)OC(CCc1ccccc1)C2 (stereo not drawn)	x	x	-5%	22%	0.4	-2.0%	x	x	i
CCOC(=O)COc1ccc(Br)cc1/C=C\c1[nH]c(=O)[nH]c(=O)c1[N+](=O)[O-]	-7%	-3%	14%	-6%	0.0	24%	-8%	u	i
CCOc1ccc(C(=O)COc2ccc(NC(C)=O)cc2)cc1	-2%	-1%	4%	3%	0.3	7.1%	-13%	-24%	i
COc1ccc(-c2cc3nc(C)c(CCC(=O)NCc4ccc(F)cc4)c(C)n3n2)c(OC)c1	0%	-3%	0%	8%	0.2	0.8%	3%	u	i
COc1ccc(-c2sc3cc4c(cc3c2C#Cc2cncn2C)OCO4)cc1	-5%	0%	0%	1%	-0.5	0.2%	-2%	-4%	i
CCCCc1ccc(S(=O)(=O)NC(=O)C2(C)CCN2C(=O)C/C=C/c2ccccc2)cc1 (stereo not drawn)	x	x	7%	0%	1.6	16%	x	3%	i
C/C(CC(=O)Nc1ccc(Cl)c(C(F)(F)F)c1)=N\NC(N)=S	2%	u	-2%	2%	2.4	7.8%	-5%	-8%	i
COc1ccccc1CNC(=O)N1CCN(S(=O)(=O)c2ccc(Cl)cc2)CC1	2%	-1%	1%	-7%	0.3	-0.3%	-4%	-5%	i
CN(C(=O)COc1ccc([N+](=O)[O-])cc1)C1CCS(=O)(=O)C1 (stereo not drawn)	0%	-6%	5%	6%	1.0	-0.3%	6%	0%	i
CCCSc1nc(N2CCOCC2)c2c(c1C#N)CC(C)(C)SC2	-1%	x	-4%	-5%	-0.5	-0.5%	9%	6%	i
COc1ccc(CC(=O)NNC(=O)CCC(=O)Nc2cc(C)ccc2C)cc1	0%	-5%	12%	5%	1.0	3.0%	1%	4%	i
Cc1ccc(NCC(=O)N/N=C/c2cccn2C)cc1	3%	-3%	1%	3%	-3.5	2.1%	6%	15%	i
CCn1cc(C(=O)NCc2ccc(C)cc2)c(=O)c2cc(S(=O)(=O)N(C)C)ccc21	1%	-23%	-16%	-4%	1.6	0.4%	3%	13%	i
CCC(CC)N1CCN(S(=O)(=O)c2ccc(OC)cc2)CC1	0%	-4%	-16%	3%	-1.0	-0.1%	4%	-21%	i
O=C(Nc1cccc([N+](=O)[O-])c1)C1CCN(C(=O)Cc2ccccc2)CC1	0%	-19%	0%	5%	-3.7	15%	-3%	-9%	i
CCOc1ccc(Cc2nnc(SCC(=O)Nc3ccc(OC)cc3)n(N)c2=O)cc1	-1%	2%	6%	-3%	0.4	1.8%	0%	-18%	i
CC1=C(C(=O)N2CCOCC2)CC(CC(=O)NC2CC2)C(=O)N1Cc1ccccc1 (stereo not drawn)	x	x	16%	9%	1.4	0.1%	x	7%	i
CC(C)n1cc(-c2nc(C(=O)NN)cs2)c(=O)n(Cc2ccccc2)c1=O	-5%	-6%	-1%	8%	-1.1	-0.1%	1%	-7%	i
CCOc1ccc(C(C)=O)cc1COC(=O)c1cccnc1SC	2%	6%	-7%	0%	-1.3	0.0%	2%	1%	i
COc1ccc(OC)c(CNC(=O)c2cc(-c3ccc(Cl)s3)nc3ccccc23)c1	x	3%	x	x	x	3.8%	0%	14%	x
C=CCn1c(SCC(=O)c2cc(C)n(C)c2C)nnc1-c1ccncc1	1%	2%	2%	11%	-1.4	3.3%	-1%	-13%	i
Cc1ccc(N2C(=O)c3ccccc3C2C(=O)c2ccc(C)c(C)c2O)cc1 (stereo not drawn)	-1%	-10%	-11%	20%	0.2	2.2%	5%	-3%	i
CN(C)c1nc(NN)nc(Nc2ccc(F)cc2)n1	1%	-6%	5%	12%	-0.6	-0.3%	0%	-21%	i
Cc1sc2ncn(CC(=O)OCC(=O)NC(C)(C)C)c(=O)c2c1C	2%	u	-2%	5%	0.2	0.1%	0%	-2%	i
Cc1ccc(OCCCC(=O)Nc2sc3c(c2C(N)=O)CCC(C)C3)cc1 (stereo not drawn)	x	-21%	x	x	x	0.1%	-8%	0%	x
O=C(OCC(=O)N1CCCc2ccccc21)c1cc(S(=O)(=O)N2CCOCC2)ccc1F	3%	0%	-2%	13%	0.8	0.0%	1%	-2%	i
Cc1cc(N2C(=O)CCC2=O)ccc1NC(=O)c1cccs1	-1%	4%	7%	1%	-2.2	0.3%	-1%	-20%	i
CC(=O)Nc1nnc(SCC(=O)c2ccc(F)cc2)s1	2%	-1%	-4%	8%	-2.0	3.1%	8%	14%	i
CCCn1nnc(NC(=O)C(C)Oc2ccc(Cl)cc2Cl)n1 (stereo not drawn)	-1%	-25%	6%	6%	-4.3	-0.3%	-3%	u	i
COc1cc(C(=S)N2CCOCC2)ccc1OS(=O)(=O)c1ccccc1[N+](=O)[O-]	-1%	2%	-7%	-4%	0.5	u	-5%	0%	i
Cc1nn(C)c(C)c1S(=O)(=O)NC1CCCC1	-1%	x	1%	3%	0.3	0.0%	0%	7%	i
CSc1ccccc1NC(=O)CN(C)C(=O)c1ccc2c(c1)OCCO2	-2%	5%	-4%	9%	-3.4	0.7%	-8%	2%	i
COCCNC(=O)C(NC(=O)C1CCCCC1)C(C)C (stereo not drawn)	-2%	-19%	12%	10%	-0.1	0.1%	-1%	20%	i
Cc1ccc(NC(=O)COC(=O)CNC(=O)c2ccc3ccccc3c2)c([N+](=O)[O-])c1	1%	-5%	1%	-5%	2.6	0.1%	3%	1%	i
O=C(O)c1ccc(NS(=O)(=O)c2cc(Cl)ccc2Cl)cc1	1%	-6%	2%	7%	-0.1	0.1%	0%	0%	i
CC(=O)c1cccc(Oc2cc(NN3CCCCC3)c([N+](=O)[O-])cc2[N+](=O)[O-])c1	1%	u	-9%	4%	0.6	-0.5%	u	u	i

Quoted from the entries so far, 3 compounds:
canonical_smiles	MmCpn inh	Nrf2 inh	EPAC2 antag	EPAC2 ag	CCT chaperon mod	Nrf2 ARE act	A549 viability	TGFb SMAD3 inh	Akt phos inh
COc1ccc(-c2cc3nc(C)c(CCC(=O)NCc4ccc(F)cc4)c(C)n3n2)c(OC)c1	0%	-3%	0%	8%	0.2	0.8%	3%	u	i
COc1ccc(-c2sc3cc4c(cc3c2C#Cc2cncn2C)OCO4)cc1	-5%	0%	0%	1%	-0.5	0.2%	-2%	-4%	i
CCCCc1ccc(S(=O)(=O)NC(=O)C2(C)CCN2C(=O)C/C=C/c2ccccc2)cc1 (stereo not drawn)	x	x	7%	0%	1.6	16%	x	3%	i

The list goes on:
canonical_smiles	MmCpn inh	Nrf2 inh	EPAC2 antag	EPAC2 ag	CCT chaperon mod	Nrf2 ARE act	A549 viability	TGFb SMAD3 inh	Akt phos inh
Cc1ccc(-c2ncccc2OC(=O)C23CC4CC(CC(C4)C2)C3)cc1	1%	11%	-4%	21%	-0.6	6.6%	1%	u	i
Cc1ccc(-n2c(=O)c(C#N)cc3c(=O)n4ccccc4nc32)cc1C	-29%	-2%	11%	-5%	-2.4	0.3%	27%	21%	i
Cc1cccc2c1CC(C)(C)N/C2=C\C(N)=O	-1%	-15%	9%	4%	-2.0	-0.3%	-2%	-5%	i
CCOC(=O)N1CCN(C(=O)c2cn(C)c3ccc(S(=O)(=O)N(C)C4CCCCC4)cc3c2=O)CC1	5%	2%	-1%	2%	-0.9	-0.1%	2%	7%	x
CS(=O)(=O)c1ccc(Nc2nc(C(N)COCc3ccccc3)cs2)cc1 (stereo not drawn)	x	x	-9%	0%	1.6	4.3%	x	-34%	i

Not all compounds are listed, so the mix of outcomes need not match the whole.
